# GalR3 antagonist – blocks the human galanin receptor 3. AID 651719. inhibition, % at 3 µM. O60755. 0.44% of 360,000 active. HEK293 GalR3-CNG cAMP membrane potential fluorescence; galR3 body fused to GalR1 C-terminus;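 active means inhibition above the screen-wide average plus 3 SD, cut at about 13% in these data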;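 further: forskolin and galanin both at EC90 stimulate the cells; cAMP rise reported by CNG channel membrane potential dye signal; 0% = forskolin plus galanin with DMSO and 100% = forskolin alone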
# V1aR counter – V1a receptor agonism, counter-screen for OXTR agonists | CHO-V1R cells, Fluo-8 calcium fluorescence, agonist mode; 0% DMSO, 100% 3 nM vasopressin | P37288 | 0.25% of 320,000 active | activation, % at 3 µM;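 active means activation above the mean activation of all tested compounds plus 3 SD, per screening run, cut at about 20% in these data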;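 further: signal is peak over basal fluorescence ratio across a 100 second FLIPR read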
# OXTR ag – activates the human oxytocin receptor; 0.32% of 320,000 active; P30559; AID 2435; CHO-OTR cells, Fluo-8 calcium fluorescence; normalized: DMSO 0%, oxytocin 100%; activation, % at 3 µM;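 active means activation above the mean of all tested compounds plus 3 SD, cutoff set per screening run, cut at about 20% in these data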;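 further: peak over basal fluorescence ratio from a 100 s FLIPR kinetic read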
# MEKK2wt PB1 HTS – raises or lowers MEK5 binding to wildtype human MEKK2 PB1 domain; Q9Y2U5; 1.1% of 290,000 active; bead flow cytometry, Alexa488-MEK5 binding to MEKK2 WT; actives lie on both sides; AID 1531; binding response (% of control), % at 10 µM; in the data active means binding response below about 67% or above about 130%
# GPR7 antagonist – antagonists of human GPR7 (neuropeptides B/W receptor 1); GPR7-expressing cells, fluorescence antagonist assay; 1.1% of 290,000 active; inhibition, % at 4.4 µM; P48145; in the data active means inhibition above about 16%, passing the limit was not always enough;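 further: cells stimulated with the agonist NPW; 0% = agonist with vehicle and 100% = vehicle without agonist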
# Target sequence (P48145 whole entry, looked up): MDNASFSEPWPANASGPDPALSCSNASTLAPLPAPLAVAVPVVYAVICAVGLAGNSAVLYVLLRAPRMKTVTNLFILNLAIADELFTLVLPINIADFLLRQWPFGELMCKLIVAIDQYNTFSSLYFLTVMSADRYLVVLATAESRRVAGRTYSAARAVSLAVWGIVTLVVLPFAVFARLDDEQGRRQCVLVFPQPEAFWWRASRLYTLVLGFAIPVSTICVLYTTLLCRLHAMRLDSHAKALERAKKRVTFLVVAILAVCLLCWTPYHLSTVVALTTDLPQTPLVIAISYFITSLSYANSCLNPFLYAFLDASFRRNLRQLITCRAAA
# MEKK2mut PB1 HTS – signal of MEK5 binding to mutant human MEKK2 PB1 domain; bead flow cytometry, Alexa488-MEK5 binding to MEKK2 mutant; percent response, % at 10 µM; 0.35% of 290,000 active; AID 1530; in the data active means percent response above about 24%, passing the limit was not always enough; further: inactives centre near 1; some results filed as inactive read as strong as hits; reference of the scale not given here
# PHOSPHO1 inh – inhibitors of human PHOSPHO1 phosphatase | Q8TCT1 | inhibition, % at 13.3 µM | recombinant PHOSPHO1, absorbance phosphatase assay | 1.1% of 290,000 active | AID 1565; in the data active means inhibition above about 60%
# MEKK3 PB1 HTS – MEKK3-MEK5 PB1 interaction, increase or decrease; Q99759; bead-based flow cytometry, Alexa488-MEK5 binding to MEKK3; actives lie on both sides; 0 = blocked by unlabeled MEK5, 100 = vehicle; binding response (% of control), % at 10 µM; 1.4% of 290,000 active; AID 1529;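 active means binding response more than 3 SD above or below the average of its plate-row segment, actives on both sides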;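 further: Alexa488 bead fluorescence after subtracting the streptavidin-only scavenger bead signal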
# Target sequence (Q99759 whole entry, looked up): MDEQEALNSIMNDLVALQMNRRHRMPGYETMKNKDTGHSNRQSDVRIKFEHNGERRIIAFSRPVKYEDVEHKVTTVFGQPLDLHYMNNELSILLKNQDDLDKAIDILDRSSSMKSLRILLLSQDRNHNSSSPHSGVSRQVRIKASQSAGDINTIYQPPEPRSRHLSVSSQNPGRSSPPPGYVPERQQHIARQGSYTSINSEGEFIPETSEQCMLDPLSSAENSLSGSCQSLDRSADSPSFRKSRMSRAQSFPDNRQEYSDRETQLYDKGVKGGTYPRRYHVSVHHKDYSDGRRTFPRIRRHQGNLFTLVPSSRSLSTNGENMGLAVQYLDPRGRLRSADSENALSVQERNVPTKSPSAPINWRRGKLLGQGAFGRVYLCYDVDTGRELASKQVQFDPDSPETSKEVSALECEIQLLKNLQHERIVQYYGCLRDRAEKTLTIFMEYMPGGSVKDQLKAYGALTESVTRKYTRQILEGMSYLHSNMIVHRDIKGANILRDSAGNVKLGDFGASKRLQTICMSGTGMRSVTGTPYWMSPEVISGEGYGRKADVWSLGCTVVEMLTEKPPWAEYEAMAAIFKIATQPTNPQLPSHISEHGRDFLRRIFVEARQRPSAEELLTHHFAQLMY
# NALP1 inh – blocks the NALP1 inflammasome reconstituted in yeast; 0.61% of 280,000 active; S. cerevisiae NALP1/ASC/caspase-1 growth, X-gal OD620, 72 h; inhibition, % at 10 µM; AID 2071; in the data active means inhibition mostly above about 24%, no sharp cut-off; inactive means mostly below about 32%; further: some compounds called inactive have numbers as strong as hits
# * hit, by the source's call; . = not tested or not shown; [ ] = dose if it differs, or a comment.
mol	GalR3 antagonist	V1aR counter	OXTR ag	MEKK2wt PB1 HTS	GPR7 antagonist	MEKK2mut PB1 HTS	PHOSPHO1 inh	MEKK3 PB1 HTS	NALP1 inh
CCOC(=O)c1[nH]c2cc3c(cc2c1NC(=O)CN1CCN(CCO)CC1)OCO3	1.9	-0.2	0.3	104.0	-6.7	-3.0	13.9	101.0	.
CCN1/C(=C2\OC(=S)N(C)C2=O)Sc2ccccc21	-1.7	0.0	0.5	.	-11.5	.	20.8	.	-6.4
C=CCn1c(SCC(=O)N(CCO)CCO)nc2sc3c(c2c1=O)CCC3	-6.9	0.7	-0.6	103.0	-5.3	3.0	54.0	102.0	-6.6
CCOC(=O)c1c(NC(=O)Cn2nnc3ccccc32)sc2c1CCC(C)C2 (configuration not stated)	-1.7	0.4	0.9	106.0	-15.6	8.0	-7.5	109.0	17.5
Cc1cccc(CC(=O)N2CCN=C2SCc2ccc([N+](=O)[O-])cc2)c1	-5.0	2.0	-0.9	115.0	10.6	11.0	-5.8	98.0	25.6
CC(=O)N1CCOCCOCCN(C(C)=O)CCOCCOCC1	-0.1	0.6	-0.1	100.0	-2.7	5.0	49.9	107.0	-2.0
CCN(CC)S(=O)(=O)c1ccc2c(c1)nc(SC(C)C(N)=O)n2-c1ccc(OC)cc1 (configuration not stated)	-2.9	0.7	-0.5	104.0	4.4	2.0	40.2	105.0	-2.4
CC(C)(C)NS(=O)(=O)c1ccc(NC(=S)NC(=O)C2CCC2)cc1	0.0	7.8	5.8	108.0	11.2	6.0	13.0	107.0	5.0
COC(=O)C1=C(Nc2ccc(OC)cc2)C=C(C)C(C(=O)OC)C1c1ccc(C)cc1 (configuration not stated)	1.5	-0.6	-0.6	95.0	9.0	-14.0	18.1	87.0	23.4
Cc1c(C(=O)NCCSCc2ccccc2Cl)cccc1[N+](=O)[O-]	-6.5	0.1	-0.6	104.0	8.8	6.0	-6.1	104.0	43.5
COc1cccc2cccc(/C=N/n3cnnc3)c12	10.6	-0.2	-0.5	94.0	-7.6	-1.0	1.8	99.0	-5.7
COc1cc(C(=O)Nc2c(C(=O)O)[nH]c3ccc(Br)cc23)cc(OC)c1OC	-10.1	-0.3	-1.4	107.0	4.4	3.0	-4.7	103.0	7.9
COc1ccc(/C=N/NC(=S)NCc2ccccc2)cc1OC	-3.9	1.6	-1.2	104.0	-12.9	-1.0	-19.1	102.0	8.6
CCN(CCn1cccn1)Cc1ccccc1OCC(O)CN1CCc2ccccc2C1 (configuration not stated)	-7.8	-0.6	0.0	119.0	-7.2	13.0	23.9	101.0	22.1
CC1(C)N([O-])c2cc([N+](=O)[O-])ccc2[N+]1=O	-3.7	0.5	-0.5	93.0	-3.7	0.0	23.1	95.0	-6.3
Cc1nn(-c2cccc([N+](=O)[O-])c2)c(N)c1-c1ccccc1	-2.8	0.2	-2.2	100.0	4.1	-1.0	-8.2	104.0	8.2
O=C(CSc1n[nH]c(-c2ccncc2)n1)Nc1ccccc1	-8.4	0.0	-0.3	98.0	-9.2	-4.0	30.5	100.0	11.4
Cc1ccc(NC(=O)Nc2cccnc2)cc1Cl	-9.1	.	.	99.0	-3.7	3.0	24.8	99.0	8.4
O=C(NC1CCCCC1)c1cccc(S(=O)(=O)N2CCCCC2)c1	-5.9	1.7	1.2	98.0	-3.2	0.0	30.4	100.0	15.1
CCCc1sc(N)nc1-c1ccc(C)cc1	-2.1	-1.4	-2.7	89.0	-7.7	2.0	-15.4	89.0	32.3
Cc1c(C(=O)N2CCCCC2)c(S(=O)(=O)NCc2ccc(N(C)C)cc2)c(C)n1C	-8.8	0.7	0.8	101.0	-7.1	2.0	22.2	99.0	9.2
CCC(c1nnc(SCC(=O)Nc2cccc(S(N)(=O)=O)c2)n1-c1ccc(OC)cc1)N(C)C (configuration not stated)	-9.3	-0.7	0.6	105.0	-11.2	4.0	22.4	102.0	24.0
Cc1ccc2nc(SCc3nnc(-c4cccs4)o3)[nH]c2c1	-5.1	-0.7	-2.6	98.0	-7.1	-3.0	45.3	99.0	2.7
COC(=O)c1ccc(CNCC(=O)Nc2ccc(C(=O)OC)cc2)cc1	-2.6	0.4	-0.6	97.0	18.7	-3.0	-1.5	94.0	30.5
O=C1Nc2ccccc2C1(O)Cc1ccncc1 (configuration not stated)	-1.1	1.0	0.2	103.0	-15.0	4.0	-33.6	97.0	9.8

# An excerpt from above in order of their number in GPR7 antagonist, high to low:
smiles | GalR3 antagonist | MEKK2wt PB1 HTS | GPR7 antagonist | MEKK2mut PB1 HTS | PHOSPHO1 inh | MEKK3 PB1 HTS | NALP1 inh
CCN(CC)S(=O)(=O)c1ccc2c(c1)nc(SC(C)C(N)=O)n2-c1ccc(OC)cc1 (configuration not stated) | -2.9 | 104.0 | 4.4 | 2.0 | 40.2 | 105.0 | -2.4
Cc1nn(-c2cccc([N+](=O)[O-])c2)c(N)c1-c1ccccc1 | -2.8 | 100.0 | 4.1 | -1.0 | -8.2 | 104.0 | 8.2
CCOC(=O)c1c(NC(=O)Cn2nnc3ccccc32)sc2c1CCC(C)C2 (configuration not stated) | -1.7 | 106.0 | -15.6 | 8.0 | -7.5 | 109.0 | 17.5

# Remaining list, next part
mol	GalR3 antagonist	V1aR counter	OXTR ag	MEKK2wt PB1 HTS	GPR7 antagonist	MEKK2mut PB1 HTS	PHOSPHO1 inh	MEKK3 PB1 HTS	NALP1 inh
Cc1cccc(NC(=O)c2sc3nc(N4CCOCC4)c4c(c3c2N)CCCC4)c1	-3.1	-1.0	-1.4	89.0	-4.7	-15.0	21.8	91.0	0.4
CCCc1cc(=O)n2[nH]c(NCc3cccs3)nc2n1	-0.3	0.0	-0.9	99.0	-7.0	-1.0	-40.4	104.0	-3.7
Cc1onc(-c2c(Cl)cccc2Cl)c1C(=O)N[C@@H]1C(=O)N2[C@@H]1SC(C)(C)[C@@H]2C(=O)O	-8.5	0.6	0.2	93.0	23.7	-7.0	27.3	91.0	11.3
O=C(c1ccco1)N1CCN(Cc2ccc(F)cc2Cl)CC1	-10.4	1.7	0.5	99.0	9.6	3.0	25.3	105.0	11.9
COC(=O)C1=C(C(=O)OC)[C@@H]2Nc3ccccc3[C@@]23C[C@@H](C(=O)OC)N(C(=O)c2cccs2)C3=N1	-4.7	-2.4	-0.3	87.0	.	-8.0	.	94.0	.
Cc1cccc(Oc2cc(N)cc([N+](=O)[O-])c2)c1	4.8	-1.3	-2.6	.	-9.8	.	27.4	.	29.3
Cc1ccc2nc(SCC(=O)N3CCOCC3)[nH]c2c1	-3.0	5.4	-1.1	101.0	2.9	3.0	13.5	105.0	-1.9
CCCn1ncc(C(=O)NC2CCCN(Cc3ccc(Cl)cc3)C2)c1C (configuration not stated)	-2.4	0.3	-0.3	111.0	-4.1	11.0	39.9	104.0	7.6
N#C/C(=C\c1cccc(NC(=O)c2ccccc2Cl)c1)C(=O)NCCc1ccccc1	-4.5	-0.3	0.2	115.0	-1.1	11.0	25.5	102.0	30.0
CC(C)(NO)/C(=N/O)c1ccc(Br)cc1	-2.9	0.0	-1.2	102.0	-13.0	-1.0	6.4	101.0	-18.9
Cc1ccc(NC(=O)C(=O)NCCN2CCN(S(C)(=O)=O)CC2)cc1C	-1.8	2.0	2.2	80.0	-11.4	-15.0	61.1*	86.0	6.8
CCOc1ccc(Cl)cc1S(=O)(=O)N1CCC(C(=O)NCC2CCCO2)CC1 (configuration not stated)	-4.6	1.8	1.4	94.0	13.3	-2.0	-1.8	98.0	9.5
CCc1ccc(CNC(=O)c2ccc3nc(C4CCCCC4)oc3c2)nc1	-2.4	0.5	-0.1	113.0	-7.2	8.0	32.2	108.0	16.4
O=C(CCCN1C(=O)/C(=C/c2ccc3c(c2)OCO3)SC1=S)Nc1ccc(C(=O)O)cc1	0.9	0.7	-0.1	102.0	-4.1	3.0	25.0	99.0	5.6
COc1ccc(/C=N/NC(=O)c2cccc(NC(=O)c3ccccc3)c2)c(C(=O)O)c1OC	0.3	0.3	0.0	99.0	-1.2	-1.0	3.1	100.0	32.6
Cc1cccn2c(CNCC3(c4ccccc4)CCCC3)c(C(=O)N3CCOCC3)nc12	-2.8	-0.5	-0.9	114.0	19.1	-3.0	17.9	100.0	8.9
C=CCNC(=O)C(=O)c1cccn1-c1ccsc1C(=O)OC	-0.7	1.6	0.6	109.0	0.5	4.0	-2.0	105.0	-10.1
Cn1c(=O)c2c(nc(CN3CCOCC3)n2CC(=O)c2ccccc2)n(C)c1=O	2.8	1.5	0.0	106.0	-16.7	9.0	.	106.0	.
CCCN(CCC)S(=O)(=O)c1ccc(C(=O)Nc2nnc(CSC)o2)cc1	-0.5	1.1	-0.7	106.0	-4.0	5.0	10.2	111.0	-4.7
COc1ccc(OC)c(NC(=O)C2CCN(C(=O)C3CC(=O)N(c4ccc(C)cc4)C3)CC2)c1 (configuration not stated)	-7.5	-0.1	0.1	100.0	-12.4	4.0	26.5	100.0	4.0
COc1ccc(-c2nc(CN3CCN(Cc4cccc(Cl)c4)CC3)c(C)o2)cc1	-10.4	0.1	-1.2	103.0	-10.0	3.0	13.9	100.0	12.2
Cc1ccc(C(=O)OCC(=O)Nc2cccc(Cl)c2C)c(O)c1	-5.7	-0.5	0.2	98.0	-13.6	3.0	33.4	101.0	6.8
CCS(=O)(=O)N1Cc2ccccc2CC1C(=O)Nc1nnc(SCc2ccc(C#N)cc2)s1 (configuration not stated)	-1.4	3.4	4.8	98.0	1.7	-2.0	-14.1	99.0	21.5
Cc1oc(-c2cccc(Cl)c2)nc1CN1CCC(C(=O)NCc2ccco2)CC1	-3.2	1.7	4.9	101.0	-5.4	-5.0	6.2	95.0	-32.4
CCOc1ccc(OCCN2CCCCC2)cc1	-10.7	-0.1	0.0	92.0	-2.1	-3.0	11.2	93.0	41.7
COc1ccc(-c2cnc(SCC(=O)Nc3cc(C)on3)n2Cc2ccco2)cc1	-4.1	5.5	1.6	.	7.2	.	-38.0	.	12.7
CCNC(=O)CN(c1ccc(Cl)cc1)S(=O)(=O)c1ccccc1	-0.7	0.8	-0.8	102.0	8.5	3.0	-11.5	101.0	10.8
Cc1ccc2oc(=O)n(CC(=O)N3CCOCC3)c2c1	-1.5	0.1	-0.6	104.0	-16.9	5.0	33.4	97.0	8.0
CCc1cc(/C(Cc2cscn2)=N\O)c(O)cc1O	-5.3	5.8	6.4	103.0	-12.6	2.0	0.2	100.0	2.0
O=C(CN(Cc1ccccc1)C(=O)CNS(=O)(=O)c1ccccc1)NCc1ccco1	-9.2	-0.4	1.4	108.0	-4.2	8.0	-20.0	106.0	8.9
CCOC(=O)c1c(NC(=O)COC(=O)c2ccc(O)cc2)sc(C(=O)N(C)C)c1C	10.1	2.7	2.2	90.0	-7.0	-6.0	15.0	96.0	1.7
O=C(N/N=C/c1ccc(OCC2COCCO2)cc1)c1ccc(Br)cc1 (configuration not stated)	-5.5	3.2	0.8	99.0	-4.4	-2.0	19.2	102.0	-13.4
CS(=O)(=O)N1CCN(c2ccc([N+](=O)[O-])c(N3CCOCC3)c2)CC1	3.0	2.0	1.6	.	-6.1	.	29.8	.	8.3
COc1ccc(Cl)cc1NC(=O)NC1CCCCC1	-1.3	-1.3	-0.2	91.0	-6.0	-13.0	6.1	81.0*[inhibitor]	-6.0
Cc1ccc(-n2c(CSc3nc(C)cc(C)n3)nnc2SCC(=O)NCc2ccco2)cc1	-2.0	10.0	2.3	96.0	-0.7	-6.0	17.7	100.0	17.9
COc1ccccc1N(CC(=O)NCc1ccccc1)C(=O)CCC(=O)Nc1ccccn1	-2.1	3.7	0.5	102.0	-10.4	5.0	1.5	106.0	-23.9

# Entries above that bear a hit mark in PHOSPHO1 inh:
structure	GalR3 antagonist	MEKK2wt PB1 HTS	GPR7 antagonist	MEKK2mut PB1 HTS	PHOSPHO1 inh	MEKK3 PB1 HTS	NALP1 inh
Cc1ccc(NC(=O)C(=O)NCCN2CCN(S(C)(=O)=O)CC2)cc1C	-1.8	80.0	-11.4	-15.0	61.1*	86.0	6.8

# Source: PubChem (several laboratories)
